Bioassay records: PubChem BioAssay, NMMLSC
T cell modulator – T cell immune modulators affecting CD8 T cell-vesicle binding; AID 2052; 0.068% of 330,000 active; 2C CD8+ T cell-vesicle binding, flow cytometry; hits give low values; calls only at 7 µM;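 active = response, share of CD8 T cells binding vesicles, and their 90th percentile fluorescence all below set limits, cut at about 80% in these data, passing the limit was not always enough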
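Assay system: 2C TCR transgenic mouse naive CD8+ T cells, MACS-purified | Read-out: CD8+ gate FL2 mean fluorescence as % of same-row positive control | Signal: High-throughput flow cytometry with anti-B7-1 and anti-CD8 staining | Timing: Binding step 1.5 h, 37 °C, antibody labelling 20 min, ice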
T cell modulator vesicle-bound % – also measured in T cell modulator; calls as there; double positive events, %; measured here: CD8+ vesicle-bound cell fraction;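 binding gate set so that unloaded-vesicle control wells show 10% double positive cells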
* marks the source's active call; other numbers are inactive results; i = inactive. Only part of the results is shown (hit frequency here may not be typical).

SMILES	T cell modulator	T cell modulator vesicle-bound %
C[C@@H]1CN([C@@H](C)CO)C(=O)c2cccc(NS(C)(=O)=O)c2O[C@H]1CN(C)C(=O)Nc1ccc(F)cc1	i	7
CCOc1ccc(N2C(=O)CC(C(C)c3ccccc3)C2=O)cc1 (stereo unspecified)	i	56
COc1ccc(NC(=O)CSc2nnc(Cc3ccc(C)cc3)c(=O)n2N)cc1	i	36
Nc1c(SCCC(=O)O)ccc2c1C(=O)c1ccccc1C2=O	i	40
O=S(=O)(NCCN1CCOCC1)c1cc(Cl)c(Cl)cc1Cl	i	53
CC(C)[C@H](NC(=O)c1ccccc1)C(=O)OCC(=O)Nc1ccc(S(=O)(=O)N2CCOCC2)cc1	i	59
CCOc1ccc(C2NC(=O)NC(c3ccccc3)=C2C(C)=O)cc1OC (stereo unspecified)	i	50
CC[C@@]12C(=O)N(c3ccc(OC)cc3)C(=O)N1[C@H](c1cccc(C)c1)[C@@H]1C(=O)N(Cc3ccccc3)C(=O)[C@@H]12	i	19
Cc1ccccc1S(=O)(=O)Oc1ccc2ccc(O)cc2c1	i	68
COc1cccc(CN2CCN(CC(=O)NCCc3ccccc3)CC2)c1	i	55
C/C(=C\c1ccc(Cl)cc1)C(=O)c1c(C)cc(C)[nH]c1=O	i	57
Cn1c(CC(=O)Nc2ccccc2)cc2ccccc21	i	51
O=C(NC1CCCCC1)c1cc(S(=O)(=O)N2CCCCC2)ccc1N1CCOCC1	i	33
C=CCOc1ccc(C2C(C(=O)c3ccc(C)o3)=C(O)C(=O)N2Cc2cccnc2)cc1 (stereo unspecified)	i	9
O=C(NCC1CCCN1S(=O)(=O)c1cccs1)c1cccc(Cl)c1 (stereo unspecified)	i	47
CCN1CCN(CCC(=O)Nc2cc(OC)ccc2OC)CC1	i	65
O=C(Nc1ccccc1)c1ccc(S(=O)(=O)Nc2cccc(O)c2)cc1	i	15
CCn1c(SCC(=O)NNC(=O)c2ccc(C)cc2)nnc1C1CC1	i	43
Cc1cccc(NC(=O)CNC(=O)CN2C(=O)NC3(CCCc4ccccc43)C2=O)c1C (stereo unspecified)	i	46
O=C(CCC(=O)c1cccs1)NNC(=O)c1cc(Cl)ccc1Cl	i	20
COc1ccc(/C=C(\NC(=O)c2ccc(Cl)cc2)C(=O)NCCCn2ccnc2)cc1OC	i	20
COc1cc(CCCN[C@H](CN)Cc2ccccc2)cc(OC)c1OC	i	37
Cc1cc(Cl)ccc1NS(=O)(=O)c1c(C)[nH]c(=O)[nH]c1=O	i	26
COc1ccc(-c2c(C#Cc3ccsc3)c3cc(-c4ccc(CN5CCOCC5)cc4)ccc3n2C)cc1	i	11
O=C(NCCc1ccc(Cl)cc1)C1CCCN1C(=O)NCc1ccccc1 (stereo unspecified)	i	50

Additional structures
SMILES	T cell modulator	T cell modulator vesicle-bound %
O=C1CCc2cc(S(=O)(=O)Nc3ccccc3F)cc3c2N1CCC3	i	47
CCOC(=O)c1ccc(S(=O)(=O)NCCNCc2ccccc2)cc1	i	24
Cc1cc(OC(F)F)ccc1NC(=S)NCCc1ccccc1	i	7
COc1ccccc1NC(=O)C1CCCN(S(=O)(=O)c2c(C)noc2C)C1 (stereo unspecified)	i	17
COc1ccc(-c2cc(C(=O)Nc3ccccc3O)c3ccccc3n2)cc1	i	40
NC(=O)c1ccc(NS(=O)(=O)c2ccc3ccccc3c2)cc1	i	5
CCN1CCCC1CNC(=O)c1[nH]c2ccc(OC)cc2c1C (stereo unspecified)	i	30
Cc1[nH]c(C)c(S(=O)(=O)N2c3ccccc3CC2C)c1C(=O)N1CCCCC1 (stereo unspecified)	i	37
Cc1cccc(N2CCN(S(=O)(=O)c3ccc4[nH]c(=O)ccc4c3)CC2)c1C	i	24
CC1CC(C)CN(c2oc(-c3ccccc3F)nc2C#N)C1 (stereo unspecified)	i	53
C=CC[C@@H](CC(=O)N[C@@H](CO)Cc1ccccc1)C(=O)N[C@H](COC(=O)[C@@H](CC=C)CC(=O)OC(C)(C)C)Cc1ccccc1	i	8
CCn1c(SCC(=O)Nc2ccccc2Br)nnc1-c1cnccn1	i	34
COC(=O)c1ccc(NC(=O)COc2ccc(N(C)S(=O)(=O)c3ccc(C)cc3)cc2)cc1	i	36
c1cncc(CNc2nc(-c3cccnc3)nc3ccccc23)c1	i	11
CCOc1ccc(S(=O)(=O)NC(Cc2c[nH]c3ccccc23)C(=O)O)cc1 (stereo unspecified)	i	65
CC1CCCC(NC(=O)COC(=O)c2ccc([N+](=O)[O-])s2)C1C (stereo unspecified)	i	33
Cc1ccccc1C(=O)NC(CC(C)C)C(=O)NCC(C)(C)N1CCOCC1 (stereo unspecified)	i	53
CN(C)c1ccc(/C=C(\NC(=O)c2ccccc2)C(=O)N/N=C/c2ccc(C(=O)O)cc2)cc1	i	28
Cc1[nH]c(=O)[nH]c(=O)c1Sc1ccccc1[N+](=O)[O-]	i	20
CC(C)(C)OC(=O)NCc1ccc(CNC(=O)c2ncn(Cc3ccccc3)c2C(=O)NCc2ccc(CNC(=O)OC(C)(C)C)cc2)cc1	i	33
COc1ccc(NC(=O)/C=C/c2cccc(Br)c2)cn1	i	27
CCOCCn1c(=O)c2c(nc3n2CC(C)CN3Cc2ccccc2)n(C)c1=O (stereo unspecified)	i	30
C=CCC1(CC=C)CCCN1C(=O)c1cc(COc2ccccc2SC)on1	i	29
COc1ccc(Nc2ncnc3sc(C)cc23)cc1	i	39
COc1ccccc1NC(=O)CCCN1C(=O)C2CC=CCC2C1=O (stereo unspecified)	i	20

At a glance, part of the list above:
SMILES	T cell modulator	T cell modulator vesicle-bound %
C=CC[C@@H](CC(=O)N[C@@H](CO)Cc1ccccc1)C(=O)N[C@H](COC(=O)[C@@H](CC=C)CC(=O)OC(C)(C)C)Cc1ccccc1	i	8
CCn1c(SCC(=O)Nc2ccccc2Br)nnc1-c1cnccn1	i	34
COC(=O)c1ccc(NC(=O)COc2ccc(N(C)S(=O)(=O)c3ccc(C)cc3)cc2)cc1	i	36
c1cncc(CNc2nc(-c3cccnc3)nc3ccccc23)c1	i	11
CCOc1ccc(S(=O)(=O)NC(Cc2c[nH]c3ccccc23)C(=O)O)cc1 (stereo unspecified)	i	65
CC1CCCC(NC(=O)COC(=O)c2ccc([N+](=O)[O-])s2)C1C (stereo unspecified)	i	33
Cc1ccccc1C(=O)NC(CC(C)C)C(=O)NCC(C)(C)N1CCOCC1 (stereo unspecified)	i	53
CN(C)c1ccc(/C=C(\NC(=O)c2ccccc2)C(=O)N/N=C/c2ccc(C(=O)O)cc2)cc1	i	28
Cc1[nH]c(=O)[nH]c(=O)c1Sc1ccccc1[N+](=O)[O-]	i	20
CC(C)(C)OC(=O)NCc1ccc(CNC(=O)c2ncn(Cc3ccccc3)c2C(=O)NCc2ccc(CNC(=O)OC(C)(C)C)cc2)cc1	i	33
COc1ccc(NC(=O)/C=C/c2cccc(Br)c2)cn1	i	27
CCOCCn1c(=O)c2c(nc3n2CC(C)CN3Cc2ccccc2)n(C)c1=O (stereo unspecified)	i	30
C=CCC1(CC=C)CCCN1C(=O)c1cc(COc2ccccc2SC)on1	i	29
COc1ccc(Nc2ncnc3sc(C)cc23)cc1	i	39
COc1ccccc1NC(=O)CCCN1C(=O)C2CC=CCC2C1=O (stereo unspecified)	i	20

Carrying on.
SMILES	T cell modulator	T cell modulator vesicle-bound %
COc1ccc(C(=O)CC(=O)C(=O)Nc2ccccc2Cl)cc1	i	40
Cc1c(NC(=S)NC(=O)c2ccc(COc3ccccc3)cc2)cccc1C(=O)O	i	71
CC(OC(=O)CN1C(=O)c2ccccc2C1=O)C(=O)NC1(C#N)CCCCC1 (stereo unspecified)	i	62
COc1ccc(/C=C/CN2CCC(n3nccc3NC(=O)C3CCCC3)CC2)cc1	i	66
O=C(NC(=S)NC1C2CC3CC(C2)CC1C3)c1ccccc1 (stereo unspecified)	i	66
Cc1cccc(C(=O)NNC(=O)c2ccccc2O)c1	i	34
Cc1ccc(C(=O)OCC(=O)Nc2ccc(Cl)cn2)s1	i	25
O=C(Nc1cccc(S(=O)(=O)N2CCOCC2)c1)c1ccc(N2CCCC2=O)cc1	i	16
Cc1ccc(N(C(=O)CNC(=O)c2ccco2)C(C(=O)NC2CCCCC2)c2ccncc2)cc1F (stereo unspecified)	i	10
COCC(C)n1c(C)cc(C(=O)COC(=O)c2cnc(Cl)c(Cl)c2)c1C (stereo unspecified)	i	47
CC(=O)NC(Cc1ccc(F)cc1)C(=O)NC1CCN(C(=O)Nc2ccc(F)cc2)CC1 (stereo unspecified)	i	42
COc1ccc(C(CNc2ccc(S(C)(=O)=O)cc2[N+](=O)[O-])N(C)C)cc1OC (stereo unspecified)	i	40
Cc1coc2c(C)c3oc(=O)c(CCC(=O)N4CCC(C(=O)NCCCC(=O)O)(c5ccccc5)CC4)c(C)c3cc12	i	35
NC(=O)C1CCN(C(=O)C(Cc2ccccc2)NC(=O)c2ccccc2)CC1 (stereo unspecified)	i	45
CCn1c(SCC(=O)Nc2ccc3c(c2)n(C)c(=O)n3C)nnc1-c1ccncc1	i	33
COC(=O)[C@]1(C)N[C@H](CN(C)C(=O)Nc2ccc(OC)cc2)[C@@H]2C(=O)N(C)C(=O)[C@@H]21	i	20
COCC(=O)N1CCC(Oc2ccc(C(=O)NCCc3ncccc3C)cc2)CC1	i	14
O=C(O)c1ccccc1C(=O)Nc1ccc(S(=O)(=O)Nc2ccc(F)cc2)cc1	i	6
Cc1cc(C)cc(C(=O)NC(=S)Nc2cccnc2)c1	i	32
O=C(OCC(=O)N1CCOCC1)c1cnc(Cl)c(Cl)c1	i	48
CC12CCC(=O)N1C(C(=O)Nc1ccccc1F)CS2 (stereo unspecified)	i	60
CCOCCn1c(CN2CCN(CCO)CC2)nc2c1c(=O)n(C)c(=O)n2C	i	37
COc1ccc(CN(C(=O)CNC(=O)c2ccco2)C(C(=O)NCC2CCCO2)c2ccc(OC)c(OC)c2)cc1 (stereo unspecified)	i	28
CC(OC(=O)c1ccc(Cl)nc1)C(=O)N1CCc2ccccc21 (stereo unspecified)	i	19
C=CCOc1ccc(C2C3=C(CCCC3=O)N(CC(=O)O)C3=C2C(=O)CCC3)cc1OCC	i	66

Other results.
SMILES	T cell modulator	T cell modulator vesicle-bound %
Cc1ccc(S(=O)(=O)N2CCC(C(=O)OCC(=O)N(CC(C)C)C3CCS(=O)(=O)C3)CC2)cc1C (stereo unspecified)	i	5
CC1CN(C(=S)Nc2cccc(Cl)c2)CC(C)O1 (stereo unspecified)	i	55
O=C(CN(Cc1ccc(F)cc1)C(=O)c1csnn1)NCc1ccc2c(c1)OCO2	i	64
CCOCCCn1c(SCC(=O)Nc2oc(C)c3c(C)n[nH]c(=O)c23)nnc1-c1ccncc1	i	6
O=C(NCc1nnc(SCC(=O)N2CCCC2)o1)c1c(F)cccc1F	i	11
CCOc1ccc(S(=O)(=O)N2CCC(C(=O)NCc3ccccc3CN3CCCC3)CC2)cc1	i	42
Cc1ccc(NC(=O)CCN2CC(C)OC(C)C2)cc1C (stereo unspecified)	i	59
Cc1c(Cl)cccc1NC(=O)NCCCN1CCCC1=O	i	57
COc1ccccc1N1CCN(C(=O)C2CCN(C(=O)c3ccccc3Cl)CC2)CC1	i	67
COc1ccccc1CNC(=O)CSc1nc2c(oc3ccccc32)c(=O)n1CC1CCCO1 (stereo unspecified)	i	56
O=C(CCC1CCCN(C(=O)c2cccc(F)c2)C1)N1CCN(c2ccccn2)CC1 (stereo unspecified)	i	62
CSc1cccc(CNC(=O)C2CCC(=O)N(Cc3cccc(C(F)(F)F)c3)C2)c1 (stereo unspecified)	i	33
CCc1c(C)c(C#N)c2nc3ccccc3n2c1NC	i	7
CCOCCn1[nH]c2ccccc2c1=O	i	62
Cc1nc2ccn(Cc3ccccc3)c(=O)c2cc1C(=O)N1CCN(c2ccccc2)CC1	i	20
Cc1noc(C)c1CN1C(=O)c2ccc([N+](=O)[O-])cc2C1=O	i	19
O=C(COC(=O)/C=C/c1cccc(F)c1)Nc1ccc2[nH]c(=O)[nH]c2c1	i	33
CCOC(=O)c1[nH]c(C)c(C(=O)OCC(=O)NCc2ccc(Cl)cc2)c1C	i	51
Cc1ccc(C2(C)NC(=O)N(CC(=O)Nc3ccc(Cl)c(S(=O)(=O)N4CCCCC4)c3)C2=O)cc1 (stereo unspecified)	i	53
Cc1nnsc1C(=O)N1CCCC(N2CCN(c3cccc(C(F)(F)F)c3)CC2)C1 (stereo unspecified)	i	43
N#Cc1cnc(SCC(=O)N2CCCC2)nc1N	i	8
Cc1cc(F)ccc1S(=O)(=O)Nc1ccc(C(=O)N2CCCCC2)cc1	i	54
Cc1ccc(OCCN(C)C(=O)C2CCC(=O)N(CCCN3CCCC3=O)C2)cc1 (stereo unspecified)	i	33
COc1ccc(CCNC(=O)c2cc(C)oc2C)cc1	i	65
COc1ccccc1CN1CCCC(CN(CCN(C)C)C(=O)c2ccc(C)cc2)C1 (stereo unspecified)	i	59

Later entries
SMILES	T cell modulator	T cell modulator vesicle-bound %
Cn1c(=O)c(=O)n(C)c2cc(S(=O)(=O)N3CCCC3C(=O)Nc3ccccc3F)ccc21 (stereo unspecified)	i	52
CC(C)(C)c1ccc(C(=O)NC(=S)NNC(=O)COc2ccccc2)cc1	i	15
COc1ccccc1CNC(=O)C1CSC2(C)CCC(=O)N12 (stereo unspecified)	i	43
C=C1C(=O)O[C@@H]2[C@H]1CC[C@H](C)[C@]1(O)CCC(=O)[C@@]21C	i	38
Fc1ccccc1/C=N/N1CCN(Cc2ccccc2Cl)CC1	i	51
O=C(CN1CCCC1)Nc1cccc(Cl)c1	i	31

Looked up above:
CC(C)(C)c1ccc(C(=O)NC(=S)NNC(=O)COc2ccccc2)cc1 | T cell modulator vesicle-bound %: 15
Fc1ccccc1/C=N/N1CCN(Cc2ccccc2Cl)CC1 | T cell modulator vesicle-bound %: 51
